West Nile antiviral = inhibition of WNV-induced cytopathic effect – cell-based, CPE readout (AID 1621); West Nile virus-infected cells, CPE inhibition; higher % means a stronger effect; one-dose CPE inhibition, % at 10 µM; IC50 in µM for titrated hits; 290,000 compounds, 0.02% hits; in the data active = a potency from the dose series; inconclusive = CPE inhibition mostly from about 3.7% at the one dose, without a potency; inactive = the rest, 99 in 100 with CPE inhibition below about 2.2%; also: strong numbers were not always called active
AID2073 = inhibitors of Mint1-CaV2.2 protein interaction, biochemical, HTRF (AID 2073); HTRF protein-protein interaction, Mint1-CaV2.2; higher % means a stronger effect; one-dose inhibition, % at 20 µM; IC50 in µM for titrated hits; 290,000 compounds, 0.19% hits; in the data active = inhibition mostly above about 51%, no sharp cut-off; inconclusive = no clear call, values can overlap the other calls; inactive = mostly below about 53%; also: some results filed as inactive read as strong as hits
Siah-1 displacement = blockers of Siah-1 interaction with plectin peptide – biochemical, fluorescence polarization, rhodamine-plectin, uHTS, primary screen (AID 1817) | Siah-1 / rhodamine-plectin peptide fluorescence polarization; higher % means a stronger effect | 290,000 compounds, 0.02% hits | displacement, % at 20 µM, or IC50 in µM where a hit was titrated;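 active = displacement of at least 50% at 20 µM, with a fluorescence ratio check between 0.3 and a set limit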;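 also: plate controls were Siah plus tracer with DMSO for no effect and tracer alone without Siah for full effect; strong numbers were not always called active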
Rac1 GTP hydrolysis = MgcRacGAP GTPase-activating activity inhibitors, confirmation, biochemical, ADP Hunter fluorescence. MgcRacGAP-stimulated Rac1 GTP hydrolysis, ADP Hunter fluorescence; higher % means a stronger effect; GST-tagged Rac1 F28L mutant substrate. one-dose inhibition, % at 30 µM; IC50 in µM for titrated hits. 340,000 compounds, 0.6% hits. AID 624330;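 active = first-screen hits whose inhibition reached a set limit at any dose in the follow-up dose series; inconclusive = inhibition above the set first-screen limit but never retested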;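 also: fluorescence reports GDP produced by GAP-driven GTP hydrolysis; strong numbers were not always called active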
UTI89 phage lysis = inhibition of K1F phage lysis, E. coli UTI89, bacterial capsule biogenesis inhibitors, alamar blue (AID 488966); E. coli UTI89 K1F phage lysis, alamar blue, 2 h; higher % means a stronger effect; inhibition, % at 100 µM, or IC50 in µM where a hit was titrated; 340,000 compounds, 0.02% hits;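 active = phage lysis inhibition, versus mean bacterial control, above a set limit; inconclusive = no clear call, values can overlap the other calls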;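 also: capsule biogenesis inhibitors block K1F phage lysis so surviving cells raise fluorescence; higher fluorescence means more inhibition of phage lysis; actives were called in the ten point dose series up to 300 µM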
RSV antiviral HEp-2 = inhibition of RSV-induced cytopathic effect – HEp-2 cells, primary 10 µM value included (AID 2391). HEp-2 cells, RSV-induced CPE inhibition; higher % means a stronger effect. CPE inhibition, % at 10 µM, or IC50 in µM where a hit was titrated. 310,000 compounds, 0.13% hits; in the data active = a potency from the dose series; inconclusive = CPE inhibition mostly from about 23% at the one dose, without a potency; inactive = the rest, 99 in 100 with CPE inhibition below about 21%; also: strong numbers were not always called active
Large T inhibition = SV40 large T antigen inhibitors, biochemical (AID 1903); SV40 large T antigen ATPase/helicase inhibition assay; higher % means a stronger effect; inhibition, % at 20 µM; hits with a dose series show IC50 in µM; 310,000 compounds, 0.39% hits; in the data active = a potency from the dose series; inconclusive = inhibition mostly from about 32% at the one dose, without a potency; inactive = the rest, 99 in 100 with inhibition below about 32%; also: strong numbers were not always called active
NTR1 agonist = NTR1-driven beta-arrestin-GFP spot formation – imaging, U2OS cells, high content, primary screen (AID 493036); agonist mode; activation, % at 20 µM; 330,000 compounds, 0.17% hits; P30989;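 active = activation at or above 40% of the spot to cytoplasm intensity ratio, with at least 20 cells analyzed; inconclusive = wells under 20 cells, flagged as cytotoxic or low count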;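 also: 0% = DMSO without peptide and 100% = 100 nM NTR1 peptide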
Target sequence (P30989 whole entry, looked up): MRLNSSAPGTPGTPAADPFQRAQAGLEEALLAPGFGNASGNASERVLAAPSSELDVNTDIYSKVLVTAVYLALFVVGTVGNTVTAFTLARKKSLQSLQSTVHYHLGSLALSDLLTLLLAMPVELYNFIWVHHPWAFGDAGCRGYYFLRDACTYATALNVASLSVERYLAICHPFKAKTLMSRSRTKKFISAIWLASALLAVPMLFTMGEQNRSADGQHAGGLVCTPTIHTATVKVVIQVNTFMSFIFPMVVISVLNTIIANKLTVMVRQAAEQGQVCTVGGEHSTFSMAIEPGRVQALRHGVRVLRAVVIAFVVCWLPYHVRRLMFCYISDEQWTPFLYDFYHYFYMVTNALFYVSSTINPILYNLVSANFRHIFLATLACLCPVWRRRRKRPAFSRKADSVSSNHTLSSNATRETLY
Dengue-2 NS5 capping = Dengue-2 NS5 methyltransferase inhibitors, primary screen, biochemical, confirmation dose response (AID 588689); Dengue-2 NS5 methyltransferase capping enzyme assay, biochemical; higher % means a stronger effect; inhibition, % at 25 µM, or IC50 in µM where a hit was titrated; 340,000 compounds, 0.3% hits; in the data active = a potency from the dose series; inconclusive = inhibition above about 29% without an active follow-up result
NTR1 agonist cell count 20 µM = also measured in NTR1 agonist; calls as there; cell count; measured here: cell count, cytotoxicity flag
Dengue-2 NS5 capping pilot replicate = further read-out of Dengue-2 NS5 capping, marked with its call; inhibition, %; measured here: pilot screen replicate inhibition
* = called active by the depositor; u = inconclusive; x = no result given; [ ] = remark or other dose.

SMILES | West Nile antiviral | AID2073 | Siah-1 displacement | Rac1 GTP hydrolysis | UTI89 phage lysis | RSV antiviral HEp-2 | Large T inhibition | NTR1 agonist | NTR1 agonist cell count 20 µM | Dengue-2 NS5 capping | others
Cc1ccc(S(=O)(=O)NNC(=O)c2ccccc2O)cc1 | -0.1% | 5% | 1% | -4% | 2.5% | 0.9% | 8% | 3.4 | 73 | -4%
Cc1ccc(-n2cc(C(C)(C)C)[nH]c2=S)cc1 | -0.5% | -31% | 1% | 4% | 0.3% | 1.7% | 1% | 0.7 | 91 | -3%
CCOC(=O)Cn1c(N2CCOCC2)nc2c1c(=O)[nH]c(=O)n2C | 0.4% | -2% | 0% | 15% | 0.4% | -0.2% | -5% | -0.6 | 31 | -3%
O=C1c2ccccc2-c2ccc(C(=O)N3CCOCC3)cc21 | -0.2% | -6% | 0% | 3% | -0.2% | 0.7% | -2% | 3.5 | 83 | -2%
CS(=O)(=O)N(CC(=O)NCCc1ccccc1)C1CCCCC1 | 0.1% | 0% | 3% | 4% | 5.9% | 0.2% | 3% | 3.2 | 70 | -7%
Cc1ccc(/C=N/N=C2/NC(=O)C(CC(=O)Nc3ccc(Cl)cc3)S2)o1 (stereo not drawn) | 0.0% | 0% | 6% | 4% | 3.4%[50 µM] | 4.2% | 6% | -1.7 | 68 | 2%
Cc1ccc(CN2CCCN(Cc3c(C)cc(C)cc3C)S2(=O)=O)cc1 | -0.5% | -4% | 7% | 6% | 0.0% | 2.8% | 7% | 0.1 | 85 | -3%
Cn1ccc2cc(-c3ccc4ncnc(NCc5cccs5)c4c3)ccc21 | x | x | x | 1% | 1.8% | x | x | 4.6 | 55 | -12%
CC1CCCC(NC(=O)COC(=O)[C@@H]2CC(O)CN2S(=O)(=O)c2ccc3c(c2)OCCO3)C1C (stereo partly drawn) | 0.1% | -3% | 6% | 8% | 2.9% | 0.3% | -3% | -0.2 | 61 | 0%
Cc1cc(NC(=O)CCC(=O)N(C(C(=O)NC(C)(C)C)c2ccccc2Cl)C(C)(C)C)no1 (stereo not drawn) | -1.0% | -8% | 10% | 7% | 0.3% | 0.0% | 0% | -0.3 | 46 | -2%
O=C(CSc1nc2ccccc2n1-c1ccccc1)NCC1CCCO1 (stereo not drawn) | -0.1% | -10% | 3% | 8% | 0.3% | 1.3% | 20% | -0.1 | 47 | -1%
Nc1nnc(-c2ccccc2)c(-c2ccccc2)n1 | 0.0% | 17% | 2% | 11% | 0.4% | 2.0% | 16% | -1.2 | 79 | 2%
CC(C)[C@H](NC(=O)N1c2ccccc2NC(=O)[C@@H]1C(C)C)C(=O)N[C@@H](C(=O)O)c1ccccc1 | -0.5% | 15% | -4% | -4% | 1.6% | 0.1% | 0% | 2.7 | 82 | -8%
CC1CCN(C(=S)Nc2ccc3nc4n(c(=O)c3c2)CCCCC4)CC1 | -1.6% | 5% | -2% | 5% | 1.4%[50 µM] | 13% | 8% | 0.0 | 34 | -2%
CC/C(=N\NC(=O)Cc1ccc(Br)cc1)c1cccs1 | -0.3% | 45% | -7% | 9% | 0.5%[50 µM] | 2.1% | 3% | 2.5 | 60 | -6%
COc1ccccc1N(C)S(=O)(=O)c1ccc(C(=O)O)cc1 | 0.5% | -1% | 16% | 9% | 0.4% | 3.1% | 13% | 1.6 | 50 | -7%
CC1CCN(c2ccc3c(c2)S(=O)(=O)c2cccc(C(=O)NCc4ccc(F)cc4)c2C3=O)CC1 | x | x | x | 8% | -0.8% | 2.8% | x | 2.2 | 55 | u
Fc1ccc(-c2nnc(SCc3ncc(-c4ccccc4)o3)n2CC2CCCO2)cc1 (stereo not drawn) | -1.0% | -12% | 1% | 3% | 1.4% | 1.0% | 6% | -1.3 | 86 | 0%
C#CCOCCOCCOCCNc1nc(N2CCN(C(=O)[C@H](CCCN=C(N)N)n3cc(C(N)[C@H](C)CC)nn3)CC2)nc(N2CCN(C(=O)[C@H](CC(N)=O)n3cc(C(N)[C@@H](C)CC)nn3)CC2)n1 (stereo partly drawn) | x | x | x | 4% | 0.2% | x | x | -2.4 | 45 | -4% | Dengue-2 NS5 capping pilot replicate=4.2
CC(C)(C)C1CCC(=NNC(=O)c2cc(-c3ccccc3)n[nH]2)CC1 (stereo not drawn) | 0.0% | -4% | -5% | 5% | -0.1% | -0.1% | 9% | 4.2 | 39 | 0%
Cc1cc(C)n(-c2nc(NC(C)C)nc(NC(C)C)n2)n1 | -1.3% | -10% | 4% | 5% | 0.3% | 0.4% | 4% | 1.7 | 74 | 1%
COc1ccc([N+](=O)[O-])cc1NC(=O)c1ccc(CN(c2ccc(C)c(C)c2)S(C)(=O)=O)cc1 | -0.6% | 8% | 2% | 6% | 0.7% | 4.6% | 12% | -0.1 | 96 | -10%
CC(=O)c1cccc(NC(=O)c2ccc(N(Cc3ccccc3C)S(C)(=O)=O)cc2)c1 | 0.2% | 7% | -5% | 4% | -0.1% | 6.2% | 4% | 2.7 | 46 | -13%
CCCCn1c(N)c(N(CCOC)C(=O)c2cc3c(s2)CCCCC3)c(=O)[nH]c1=O | x | x | x | 1% | -0.6%[50 µM] | -2.4% | 4% | 0.7 | 51 | -3%
Cc1ccc(C(=O)OCC(=O)NC(=O)c2cccn2C)cc1 | -0.2% | -6% | 2% | 14% | 4.2% | 1.0% | 1% | 0.0 | 62 | -6%

Later entries:
SMILES | West Nile antiviral | AID2073 | Siah-1 displacement | Rac1 GTP hydrolysis | UTI89 phage lysis | RSV antiviral HEp-2 | Large T inhibition | NTR1 agonist | NTR1 agonist cell count 20 µM | Dengue-2 NS5 capping | others
CC(C)NCCCOc1ccc(Cl)cc1Br | -0.1% | -18% | 4% | 18% | 9.0% | -1.3% | 1% | -1.9 | 44 | -2%
N#Cc1ccc(C23CC4(C2)[C@H](CN(CC2CCCCC2)[C@@H]4c2ccccc2)C3c2ccc(Cl)nc2)cc1 (stereo partly drawn) | -0.1% | 5% | 3% | 9% | 0.8% | -0.3% | 14% | -0.3 | 51 | -8%
O=C(NNC(=O)C1CCN(S(=O)(=O)c2ccccc2C(F)(F)F)CC1)c1ccccc1O | x | x | x | 8% | 1.1%[50 µM] | -2.1% | u | -1.1 | 58 | -1%
N#CCCN1CCN(S(=O)(=O)c2ccc(S(=O)(=O)N3CCCC3)cc2)CC1 | -0.3% | 6% | 2% | 2% | -1.6% | 1.5% | -2% | 0.2 | 68 | 1%
CCC(=O)Nc1ccc(NC(=O)CSc2nnnn2-c2ccc(OC)cc2)cc1 | 0.1% | -2% | 5% | 7% | 0.6% | -0.2% | 9% | 1.0 | 57 | -6%
COCCn1cnc2c1c(=O)n(CC(=O)Nc1cc(C)on1)c(=O)n2Cc1ccccc1 | -0.1% | 4% | 1% | 2% | 3.0% | 0.4% | 0% | 1.0 | 63 | 8%
CS(=O)(=O)N(CC(=O)N1CCCC1)c1ccc(Cl)cc1 | 0.5% | 7% | 2% | 3% | 0.7% | 0.2% | 10% | 0.5 | 47 | 0%
O=C(Nc1nnc(C(F)(F)F)s1)c1c(F)cccc1F | -0.4% | 38% | 5% | 8% | -0.1% | u | 7% | -0.7 | 58 | 5%
CCCN1CCC(=NNc2ccc(S(N)(=O)=O)cc2[N+](=O)[O-])CC1 | 0.0% | -2% | -3% | 7% | 0.3% | 2.2% | 24% | 0.7 | 62 | 2%
Cc1cccc(C)c1NC(=O)N1C(C(=O)O)CSC1C(=O)O (stereo not drawn) | 0.2% | -1% | -4% | 7% | 0.3% | 1.2% | -5% | -0.7 | 77 | -3%
COc1ccc(CNC(c2ccccc2)c2ccc(Cl)cc2)cc1 (stereo not drawn) | -0.5% | 0% | 2% | 17% | -0.2% | 11% | 26% | 1.6 | 42 | 4%
CCOC(=O)c1cn(CC)c2cc3c(cc2c1=O)OCO3 | x | x | x | 13% | 0.3% | 0.7% | 3% | 0.5 | 60 | -1%
CC1CCC(NC(=O)CN2C(=O)NC3(CCCCC3C)C2=O)CC1 (stereo not drawn) | x | x | x | 3% | 0.8%[50 µM] | 0.7% | x | -1.1 | 80 | 4%
CC(=O)Oc1ccccc1C(=O)N1CCN(S(=O)(=O)c2ccc3ccccc3c2)CC1 | -1.1% | 12% | -2% | 11% | 0.0% | 7.4% | 14% | 0.9 | 98 | 0%
CC(C)CCN(Cc1ccco1)S(=O)(=O)c1csc(C(N)=O)c1 | -0.1% | 13% | -3% | 11% | 0.1% | 12% | 7% | 1.2 | 60 | 4%
Cc1ccc2c(c1)C1(C)C(C(C)(C)N2C=O)C1(Cl)Cl (stereo not drawn) | -1.1% | 16% | -2% | 16% | 4.3% | 2.7% | 11% | -0.6 | 46 | -10%
Cn1cccc1/C=N/NC(=O)c1cc2ccccc2cc1O | 1.2% | 45% | -3% | 11% | -0.5% | 21% | 8% | 3.6 | 42 | 27%
COc1ccc(Cl)cc1NS(=O)(=O)c1ccc2c(c1)NC(=O)CCS2 | -0.1% | 7% | -3% | -2% | -0.1% | -2.4% | 8% | -0.4 | 63 | -2%
CC(Oc1ccc(Cl)cc1)C(=O)NCCCn1ccnc1 (stereo not drawn) | 1.2% | -5% | 3% | 5% | 2.0%[50 µM] | -0.3% | 8% | 0.4 | 55 | -10%
CC(C)CC(COCc1cccc(Cl)c1)N1CCN(C(=O)c2ccc(C(F)(F)F)cc2)CCC1=O (stereo not drawn) | -0.8% | -6% | 0% | 5% | -0.6% | 9.6% | 4% | 10 | 51 | -2%

In the list so far, 3 contain a CF3 group:
SMILES | West Nile antiviral | AID2073 | Siah-1 displacement | Rac1 GTP hydrolysis | UTI89 phage lysis | RSV antiviral HEp-2 | Large T inhibition | NTR1 agonist | NTR1 agonist cell count 20 µM | Dengue-2 NS5 capping | others
O=C(NNC(=O)C1CCN(S(=O)(=O)c2ccccc2C(F)(F)F)CC1)c1ccccc1O | x | x | x | 8% | 1.1%[50 µM] | -2.1% | u | -1.1 | 58 | -1%
O=C(Nc1nnc(C(F)(F)F)s1)c1c(F)cccc1F | -0.4% | 38% | 5% | 8% | -0.1% | u | 7% | -0.7 | 58 | 5%
CC(C)CC(COCc1cccc(Cl)c1)N1CCN(C(=O)c2ccc(C(F)(F)F)cc2)CCC1=O (stereo not drawn) | -0.8% | -6% | 0% | 5% | -0.6% | 9.6% | 4% | 10 | 51 | -2%
